# PGE2 EP2 inh = blocks the human prostaglandin E2 receptor EP2. C6 glioma cells expressing human EP2, cAMP TR-FRET; cells stimulated with saturating PGE2. inhibition, % at 25 µM. P43116. hit rate 0.52% among 260,000. AID 1422;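 active means percent inhibition above 40 after rounding to a whole number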;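 further: rat C6 glioma host cells with rolipram phosphodiesterase inhibitor present; the protocol text gives 20 µM as final concentration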
# Target sequence (P43116 whole entry, looked up): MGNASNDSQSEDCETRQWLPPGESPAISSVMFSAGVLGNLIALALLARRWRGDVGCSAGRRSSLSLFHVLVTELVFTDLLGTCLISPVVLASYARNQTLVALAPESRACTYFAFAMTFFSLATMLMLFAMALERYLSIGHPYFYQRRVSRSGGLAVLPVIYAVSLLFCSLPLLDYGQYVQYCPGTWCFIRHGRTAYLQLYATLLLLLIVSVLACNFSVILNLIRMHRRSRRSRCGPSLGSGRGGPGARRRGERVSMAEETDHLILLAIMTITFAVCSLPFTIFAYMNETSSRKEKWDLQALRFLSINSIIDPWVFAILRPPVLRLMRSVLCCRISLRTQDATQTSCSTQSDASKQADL
# EP2 mod = modulates human prostaglandin E2 receptor EP2 signaling. EP2-expressing cells, cAMP HTRF FRET, PGE2 co-stimulation. hit rate 0.83% among 260,000. P43116. induction, % at 25 µM;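 active means compounds whose cAMP rise, as percent of the full-agonist control response, exceeds 60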;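 further: rat C6 glioma line stably carrying human EP2 under a CMV promoter; the protocol text gives 20 µM as final concentration; 100% = response of wells given 1 µM PGE2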
# Numbers without * were called inactive. Not all compounds are listed. The share of hits here may be higher or lower than overall.
SMILES,PGE2 EP2 inh,EP2 mod
COc1ccccc1NC(=O)CSc1nnc2c(n1)[nH]c1ccc(C)cc12,7,-44
O=C(Nc1ccc2c(c1)CCC2)C1CCCN(S(=O)(=O)Cc2ccccc2)C1 (configuration not stated),11,4
C[Si](C)(c1ccc(C(=O)O)cc1)c1ccc(C(=O)O)cc1,12,17
COCCCN1C(=O)C(=O)/C(=C(\O)c2ccccc2)C1c1cccc2ccccc12 (configuration not stated),8,21
Cc1cc(N)ccc1NC(=O)CN1CCCC1,2,-8
Cc1sc2nc(SCC(=O)Nc3ccccc3Br)[nH]c(=O)c2c1C,5,0
CCOc1ccc(NC(=S)N(Cc2cc3cccc(C)c3[nH]c2=O)C2CCCC2)cc1,8,23
COc1ccc2nc(SCC(=O)Nc3ccc(N(C)C)cc3)c(C#N)cc2c1,7,-25
CCN(CC)C(=O)CSc1nc2ccccc2n1CC(=O)NC1CCCCC1,5,0
CCOCCCNC(=S)N(Cc1cc2ccc(C)cc2[nH]c1=O)C1CCCCC1,6,-33
COc1ccc(NC(=O)CSc2ncc(C#N)c(N)n2)c(OC)c1,7,2
CCN(CC)CCCN1C(=O)C(O)=C(C(=O)c2ccc(C)o2)C1c1ccccc1F (configuration not stated),14,37
Cc1cc2c(cc3c(=O)n(CC(=O)NC4CCCC4)nc(C)n32)o1,4,5
CCOc1ccc(C(=O)N(Cc2ccc3c(c2)OCO3)Cc2cc3ccc(OC)cc3[nH]c2=O)cc1,11,32
CC(=O)O[C@@H]1CC2C(C)(C)[C@H](O)C[C@H](O)[C@]2(C)C2CC[C@@]3(C)C(=CC(=O)O[C@H]3c3ccoc3)[C@@]21C (some centres not stated),9,0
CC1(C)CC2C1CCC1(C)OC2(C)CCC1O (configuration not stated),12,9
CCOc1ccc2nc(SCC(=O)Nc3nc(C)cs3)c(C#N)cc2c1,14,-46
CS(=O)(=O)N1CC=CC1C(=O)NCc1noc(-c2ccccc2)n1 (configuration not stated),8,-49
CC(=O)Nc1ccc(C(O)CN2CCC3(CC2)CC(O)c2cc(C)ccc2O3)cc1 (configuration not stated),7,-53
C=CCNC(=O)CSc1nnc(-c2ccc(S(=O)(=O)N3CCC(C)CC3)cc2)o1,9,-30
CC1CCN(c2nc3c(c(=O)[nH]2)CN(Cc2c(F)cccc2F)CC3)CC1,4,-59
COc1cccc(OC)c1C(=O)N1CCN(Cc2cccc(Cl)c2)CC1,6,-38
COCCn1nnnc1C(c1cc2cccc(C)c2[nH]c1=O)N1CCN(c2ccc(OC)cc2)CC1 (configuration not stated),9,-29
COc1ccc(NC(=O)CSc2nc3c(cc2C#N)CCC3)cc1OC,12,-50
COc1ccc2c(c1)NC1(CCCN(C(=O)C3CC=CCC3)C1)c1cccn1-2 (configuration not stated),2,-29

# In the list so far, these contain fluorine.
SMILES,PGE2 EP2 inh,EP2 mod
CCN(CC)CCCN1C(=O)C(O)=C(C(=O)c2ccc(C)o2)C1c1ccccc1F (configuration not stated),14,37
CC1CCN(c2nc3c(c(=O)[nH]2)CN(Cc2c(F)cccc2F)CC3)CC1,4,-59

# Remaining list, next part.
SMILES,PGE2 EP2 inh,EP2 mod
COc1cc(NC(=O)CSc2ncnc3c2sc2nc4cc(C)ccc4cc23)cc(OC)c1,20,-7
COc1ccc(-c2nc3c4cnn(-c5ccccc5)c4ncn3n2)cc1OC,15,3
Cc1ccc(Cl)cc1N(CC(=O)N1CCOCC1)S(C)(=O)=O,8,-13
CCOc1ccccc1NC(=O)CSc1nnc2c3ccccc3n(C)c2n1,36,21
COc1cc(S(=O)(=O)n2ccnc2C(C)C)c(OC)cc1Cl,6,20
CCOCCCNC(=S)N1CCC(NC(=O)NC23CC4CC(CC(C4)C2)C3)CC1,11,-18
O=C(Nc1ccc2oc(-c3cccc(I)c3)nc2c1)c1cccnc1,6,-28
COc1ccc(C(=O)CSc2nnc(COc3cccc(OC)c3)n2C)cc1,13,-82
CC1=C(/C=C/C(C)=C/C=C/C(C)=C/C=C/C=C(C)/C=C/C=C(C)/C=C/C2=C(C)C(=O)CCC2(C)C)C(C)(C)CCC1=O,11,17
CCN1CCCC1CN(Cc1ccccn1)Cc1cccs1 (configuration not stated),9,-13
CC(=O)c1ccc(O)c(CN(C2CCCCC2)C2CCCCC2)c1O,12,22
CCn1c(SCC(=O)Nc2nccs2)nnc1-c1ccc(N)cc1,9,17
C=CCn1c(SCC(=O)c2ccc(C)cc2)nc2sc(C)cc2c1=O,34,-115
O=C(CS(=O)(=O)Cc1ccccc1)Nc1ccc(S(=O)(=O)N2CCCCC2)cc1,9,-11
COc1ccc(CC(=O)NC(C)c2nc3cccnc3n2C(C)C)cc1OC (configuration not stated),7,-30
Cc1ccc(C)c(-n2c(SCC(=O)N3CCCCC3)nnc2-c2cccnc2)c1,15,-32
N[C@@H](CSCc1ccc(I)cc1)C(=O)O,7,21
CC(C)n1nccc1C(=O)N1CCN(S(=O)(=O)c2ccc(F)c(F)c2)CC1,3,-33
CN1CCN(S(=O)(=O)c2ccc(Cl)c(S(=O)(=O)N3CCN(C)CC3)c2)CC1,12,-69
Cc1ccc2c(c1)nnn2C1CCN(S(=O)(=O)c2ccc(Cl)c(F)c2)CC1,9,-11
CC1=CC2=NC(=O)CC(C)(C(=O)N3CCC(O)(c4cccc(C)c4)CC3)N2C=C1 (configuration not stated),1,5
Cc1ccc2oc(=O)n(CC(=O)NCCCc3ccc(F)cc3)c2c1,8,-77
Cc1ccccc1CCN(Cc1cc2c(C)ccc(C)c2[nH]c1=O)C(=O)c1ccncc1,25,-61
CCOCCCNC(=S)N(Cc1cccs1)Cc1cc2ccc(C)cc2[nH]c1=O,1,-21
Cc1cccc(CN(Cc2ccc(C)o2)C2CC(C)(C)NC(C)(C)C2)n1,9,-40
# Other records:
SMILES,PGE2 EP2 inh,EP2 mod
O=C(CCCCl)c1ccc2c(c1)OCCO2,14,-37
COc1ccc(S(=O)(=O)N2CCC(C(=O)Nc3cccc(C)c3)CC2)cc1OC,7,-55
COc1ccc(C(=O)Nc2ccc(C(=O)O)cc2)cc1S(=O)(=O)N1CCCCC1,8,-4
CN(C)c1nc2c(c(=O)n(C)c(=O)n2C)n1Cc1ccc(Cl)cc1,5,-4
CCN(CC)CCN(Cc1cc2ccc(C)cc2[nH]c1=O)C(=O)Nc1ccccc1,12,-26
Cc1cc(-c2cc(N)c(=O)n(CC(=O)NCCc3ccccc3)n2)c(C)o1,1,-48
CC(Oc1ccccc1)C(=O)Nc1sc2c(c1C#N)CCCC2 (configuration not stated),5,46
COc1ccc(C(=O)N2CCC(C(=O)Nc3cccc4ccccc34)CC2)cc1OC,8,-52
COc1cc(NS(C)(=O)=O)ccc1Nc1c2ccccc2nc2ccccc12,19,-13
CCN(CC)c1ccc(/C=C2\C(=O)NC(=O)N(c3ccc(OC)cc3)C2=O)o1,12,-69
CCN(CC)CC[n+]1c2ccccc2n2c(C)c(-c3ccccc3)[nH]c21,6,11
CC(C)C(OC(=O)c1ccco1)C(=O)NCc1ccc2c(c1)OCO2 (configuration not stated),9,-1
COc1ccc(NC(=O)CSc2nc3ccc(C)cc3[nH]2)c(OC)c1,9,-25
O=C(C1CCCO1)N1CCC(O)(c2ccccn2)CC1 (configuration not stated),6,-36
COc1ccccc1C1(O)CCN(CCNC(=O)c2c(F)cccc2F)CC1,5,-8
CC(=O)O[C@H]1C[C@@H](OC(C)=O)C(C)(C)C2C[C@@H](O)[C@]3(C)C(CC[C@@]4(C)[C@H](c5ccoc5)OC(=O)[C@H]5O[C@]543)[C@]21C (some centres not stated),11,20
CC(=O)Nc1ccc(NC(=O)CC2C(=O)Nc3ccccc3N2C(C)=O)cc1 (configuration not stated),13,0
C=CCN(C(=O)c1csnn1)C(C(=O)NC1CCCCC1)c1ccc(Cl)cc1 (configuration not stated),13,17
CCOC(=O)C(=O)Nc1sc(C(=O)NC2CCCCC2)c(C)c1C(=O)OC,5,1
CC1(C)CCC=[N+]1[O-],7,6
Cc1ccc(NCc2nnc(SCC(N)=O)n2C)cc1Cl,8,-33
O=C(NC1CCCC1)C(c1ccco1)N(Cc1cccs1)C(=O)c1ccco1 (configuration not stated),9,-6
O=C(NC1CCCCC1)C(c1ccncc1)N(C(=O)c1csnn1)C1CC1 (configuration not stated),7,-150
CC(Sc1nc(-c2ccccc2)cc(C(F)(F)F)n1)C(=O)N1CCCCC1C (configuration not stated),11,9
Cc1cccnc1-n1cccc1CN(Cc1ccccc1)Cc1ccncc1,2,-9

# Copied from the entries so far (two entries):
SMILES,PGE2 EP2 inh,EP2 mod
CC(Sc1nc(-c2ccccc2)cc(C(F)(F)F)n1)C(=O)N1CCCCC1C (configuration not stated),11,9
Cc1cccnc1-n1cccc1CN(Cc1ccccc1)Cc1ccncc1,2,-9

# New compounds follow
SMILES,PGE2 EP2 inh,EP2 mod
O=C(Nc1cccc2ccccc12)C(=O)c1c[nH]c2ccccc12,38,-138
CCOc1ccc(C(NC(=O)c2cccnc2)c2ccc3cccnc3c2O)cc1 (configuration not stated),13,-40
O=C(Cn1nc(C(F)(F)F)c2c1CCCC2)Nc1ccc(Cl)cc1Cl,12,53
CCSC1=NC(C)(C)CC(C)O1 (configuration not stated),17,1
COc1ccc(NC(=O)Cn2nnc3c(cnn3-c3ccccc3)c2=O)c(OC)c1,14,-15
COc1ccc(CC(=O)N2CCN(c3ccccc3F)CC2)cc1OC,17,-37
O=C(O)[C@H]1CCCN1Cc1ccc2c(c1)OCO2,8,22
Cc1ccc(C(O)CN2CCC3(CC2)CC(O)c2cc(Cl)ccc2O3)cc1C (configuration not stated),7,-87
CCN(CC)C(=O)CSc1nnc2c3ccccc3nc(C(C)(C)C)n12,14,-5
CCC(=O)N(Cc1cc2cccc(C)c2n2nnnc12)C1CCCC1,8,-4
COc1ccc(OCCn2cc(C(C)=O)c3ccccc32)cc1,16,-77
CCOc1ccc2nc3cc(N=Nc4ccc(N)nc4N)ccc3c(N)c2c1,34,-4
Nc1nnc(SCC(=O)Nc2cccc3ccccc23)s1,7,-50
CCOc1ccccc1NC(=O)c1ccc(S(=O)(=O)N2CCCCC2)cc1,7,7
CCOc1nc2c(c(=O)n(C)c(=O)n2C)n1Cc1cccc(Br)c1,33,-13
CCCOc1c(CN2CCC(NC(C)=O)(c3ccc(F)cc3)CC2)cccc1OC,3,-23
CC1(C)CC2CC(C)(CN2C(=O)c2cc3nc(-c4ccco4)cc(C(F)(F)F)n3n2)C1 (configuration not stated),14,-40
O=[N+]([O-])c1ccc(CSc2ncnc3c2ncn3[C@@H]2O[C@H](CO)[C@H](O)C2O)cc1 (some centres not stated),11,8
Ic1ccc(N2CCN(Cc3c[nH]c4ncccc34)CC2)cc1,14,14
COc1ccc(OC)c(NC(=O)c2sc3nc4cc5c(cc4cc3c2N)CCC5)c1,8,14
COc1ccc(CNC(=O)CSc2nc(-c3ccc(OC)c(OC)c3)cc(C(F)(F)F)n2)cc1,7,-22
O=C(CSc1nnc(-c2ccco2)o1)c1cc(F)ccc1O,8,-52
Cc1ccc(C2=NN(C(=O)C(=O)OC(C)(C)C)C(O)(C(F)(F)F)C2)cc1 (configuration not stated),9,-6
CC(C)Oc1ccc(NC(=O)c2cc3ccccc3o2)cc1,32,-12
CCOC(=O)Cc1[nH]nc2c1C1(C(=O)Nc3ccccc31)C(C#N)=C(N)O2 (configuration not stated),10,-5

# Complete entries, looked up by structure. Screens in order: PGE2 EP2 inh	EP2 mod
# CCC(=O)N(Cc1cc2cccc(C)c2n2nnnc12)C1CCCC1 is listed with 8	-4
# CCOC(=O)Cc1[nH]nc2c1C1(C(=O)Nc3ccccc31)C(C#N)=C(N)O2 (configuration not stated) is listed with 10	-5
# C=CCNC(=O)CSc1nnc(-c2ccc(S(=O)(=O)N3CCC(C)CC3)cc2)o1 is listed with 9	-30
# CCN(CC)c1ccc(/C=C2\C(=O)NC(=O)N(c3ccc(OC)cc3)C2=O)o1 is listed with 12	-69
# N[C@@H](CSCc1ccc(I)cc1)C(=O)O is listed with 7	21

# (more compounds)
SMILES,PGE2 EP2 inh,EP2 mod
Cn1c(=O)c2c(nc(C(=N)SCC(=O)O)n2C)n(C)c1=O,9,19
COC(=O)c1c(NC(=O)c2cccc(OC)c2)sc(C(=O)N2CCCCC2)c1C,6,-51
Cn1c(=O)c2c(nc(NC3CCCCC3)n2CCCc2ccccc2)n(C)c1=O,15,31
O=C(c1ccccc1NS(=O)(=O)c1ccc2ccccc2c1)N1CCCC1,7,12
COC(=O)CSc1nnc(-c2cccnc2)n1-c1ccc(C)cc1C,14,6
Cc1cccc(-c2nc(SCC(=O)NC(C)C)c3cc(C)ccc3n2)c1,3,-6
Cc1cc(Cc2ccccc2)c(C)cn1,11,-10
COc1ccc(OC)c(NC(=O)CSc2nnc(C)n2-c2ccccc2)c1,11,-4
CC1CCN(c2nc3c(c(=O)[nH]2)CCN(Cc2cc(F)ccc2F)C3)CC1,6,-44
Cc1nn(CC(=O)N2CCC3(CC2)NC(=O)c2cccnc2N3C)c(=O)c2ccccc12,8,23
COc1ccccc1C(=O)Nc1ccc(NC(=O)c2ccco2)nc1,10,-37
COCC(=O)N(CC1CCCO1)c1nnc(C)s1 (configuration not stated),11,-8
CCCNC(=O)C1CCN(S(=O)(=O)c2cc(OC)ccc2OC)CC1,15,16
CC(C)C(=O)N1CCN(c2ccccc2NC(=O)c2cccnc2)CC1,12,-4
CCC(=O)N(Cc1ccc(C)cc1)Cc1cc2cc3c(cc2[nH]c1=O)OCCO3,6,0
CCNC(=O)C1OC(n2cnc3c(NCc4ccccc4)ncnc32)C(O)C1O (configuration not stated),13,9
CCOc1ccc(C(=O)N(C)CC2COc3ccccc3O2)cc1 (configuration not stated),10,-26
COc1cc2[nH]c(=O)c(C(=O)NCc3ccc4c(c3)OCO4)c(O)c2cc1OC,11,5
C[C@@H](N)[C@@H](C)Cc1ccccc1,9,14
O=c1[nH]cnc2c1sc1nc(N3CCCCC3)c3c(c12)CCCC3,15,34

# Source: PubChem BioAssay
